Compound activity from PubChem.
POLI inh: qHTS for Inhibitors of Polymerase Iota; AID 588590, 2011; Pol iota fluorescent replication assay, 10 min; Potency, µM (highest dose often 115 µM), without a hit: at the highest dose activity, negative = inhibition, usual class: inhibitors; DNA polymerase iota (Homo sapiens), Q9UNA4; 390,000 tested, 1% active
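Fluorescent replication assay read twice, at 0 min and 10 min after adding 50 nM (final) substrate. Enzyme (10 nM) and compounds were first incubated 15 min at room temperature; enzyme-free buffer wells were negative controls.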
Pol eta inh: qHTS for Inhibitors of Polymerase Eta | DNA polymerase eta (Homo sapiens), Q9Y253 | recombinant Pol eta, fluorescent DNA replication assay | Potency, µM (doses to about 114 µM), inactives show at the highest dose activity change, negative = inhibition, most hits filed as inhibitors | 390,000 tested, 1.2% active | AID 588591, 2011; further: on the % scale 0 is the no-effect control and ±100 the full control effect
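Fluorescent replication assay: 50 nM final substrate added after a 15 min room-temperature compound preincubation with 10 nM enzyme. Signal taken at 0 min and again at 10 min.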
Pol kappa inh: qHTS for Inhibitors of Polymerase Kappa. 400,000 tested, 0.53% active. Potency, µM (doses to about 107 µM), inactives show at the top dose activity, negative = inhibition, actives largely listed as inhibitors. purified Pol kappa, fluorescent DNA synthesis assay, 10 min; further: on the % scale 0 is the no-effect control and ±100 the full control effect
Target sequence (Q9UBT6 whole entry, looked up): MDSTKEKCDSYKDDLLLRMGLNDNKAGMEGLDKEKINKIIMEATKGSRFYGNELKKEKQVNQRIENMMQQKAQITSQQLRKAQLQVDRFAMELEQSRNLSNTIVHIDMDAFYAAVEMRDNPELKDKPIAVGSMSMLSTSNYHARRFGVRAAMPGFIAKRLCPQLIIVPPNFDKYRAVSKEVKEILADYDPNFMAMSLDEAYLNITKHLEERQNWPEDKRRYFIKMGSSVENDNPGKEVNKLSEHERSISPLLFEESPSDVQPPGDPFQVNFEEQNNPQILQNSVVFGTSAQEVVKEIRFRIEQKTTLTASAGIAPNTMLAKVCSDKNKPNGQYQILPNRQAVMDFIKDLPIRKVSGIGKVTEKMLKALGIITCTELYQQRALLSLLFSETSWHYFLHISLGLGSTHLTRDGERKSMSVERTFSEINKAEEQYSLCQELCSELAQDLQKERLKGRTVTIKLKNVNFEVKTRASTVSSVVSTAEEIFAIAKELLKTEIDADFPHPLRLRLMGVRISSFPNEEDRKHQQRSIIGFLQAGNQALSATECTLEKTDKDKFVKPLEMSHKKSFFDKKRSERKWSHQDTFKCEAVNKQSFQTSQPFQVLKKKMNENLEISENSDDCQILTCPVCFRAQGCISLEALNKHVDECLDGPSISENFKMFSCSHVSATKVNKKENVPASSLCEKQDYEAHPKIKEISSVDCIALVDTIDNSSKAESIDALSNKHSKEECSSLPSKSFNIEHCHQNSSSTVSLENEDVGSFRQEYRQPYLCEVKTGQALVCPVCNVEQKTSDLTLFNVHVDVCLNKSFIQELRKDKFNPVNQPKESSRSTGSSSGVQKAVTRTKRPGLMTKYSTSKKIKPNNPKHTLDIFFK
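Here, compound and 10 nM enzyme are combined for 15 min at room temperature; adding 50 nM substrate (final) starts DNA synthesis, tracked by fluorescence at 0 and 10 min against buffer-only wells.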
* hit, by the source's call; ? = inconclusive; [ ] = remark or other dose. The call rests on the fitted dose curve; in most records, active means well fitted inhibition curve with a large enough effect; inconclusive means small, poorly fitted or top-dose-only effect, or another doubt; inactive means no such curve, though single readings can be large or run the other way. Potency means the concentration at half of the fitted maximal effect.

The first 7 compounds, to show the layout:
POLI inh,Pol eta inh,Pol kappa inh,structure
-5.0%,-24.7%,-12.0%,COc1ccccc1N1CCN(C(=O)c2cccc(S(=O)(=O)N3c4ccccc4CC3C)c2)CC1 (stereo unspecified)
17.0%,1.1%,-10.7%,CCOC(=O)Cc1csc(NC(=O)CSc2nnc(-c3ccncc3)n2Cc2ccco2)n1
14.5%,-17.1%,-3.9%,CN1CCN(C(c2ccc(F)cc2)c2ccc3cccnc3c2O)CC1 (stereo unspecified)
?,-15.2%,-10.1%,COc1ccc(-c2nn(-c3ccccc3)cc2CNC[C@H]2O[C@@H](n3cnc(C(N)=O)n3)[C@H](O)[C@@H]2O)cc1
-28.0%,-6.4%,5.0%,Cc1csc(NC(CO)c2nc3ccccc3n2CCOCCO)n1 (stereo unspecified)
-12.2%,-12.2%,-20.0%,Cc1nn(C2CC(O)C(O)C(CO)O2)c(=O)[nH]c1=O (stereo unspecified)
32.5%[activator],-12.4%,-11.3%,Cc1sc2nc(SCC(=O)Nc3ccc(Cl)c(C(=O)O)c3)[nH]c(=O)c2c1C

This part in full, repeating the preview:
POLI inh,Pol eta inh,Pol kappa inh,structure
-5.0%,-24.7%,-12.0%,COc1ccccc1N1CCN(C(=O)c2cccc(S(=O)(=O)N3c4ccccc4CC3C)c2)CC1 (stereo unspecified)
17.0%,1.1%,-10.7%,CCOC(=O)Cc1csc(NC(=O)CSc2nnc(-c3ccncc3)n2Cc2ccco2)n1
14.5%,-17.1%,-3.9%,CN1CCN(C(c2ccc(F)cc2)c2ccc3cccnc3c2O)CC1 (stereo unspecified)
?,-15.2%,-10.1%,COc1ccc(-c2nn(-c3ccccc3)cc2CNC[C@H]2O[C@@H](n3cnc(C(N)=O)n3)[C@H](O)[C@@H]2O)cc1
-28.0%,-6.4%,5.0%,Cc1csc(NC(CO)c2nc3ccccc3n2CCOCCO)n1 (stereo unspecified)
-12.2%,-12.2%,-20.0%,Cc1nn(C2CC(O)C(O)C(CO)O2)c(=O)[nH]c1=O (stereo unspecified)
32.5%[activator],-12.4%,-11.3%,Cc1sc2nc(SCC(=O)Nc3ccc(Cl)c(C(=O)O)c3)[nH]c(=O)c2c1C
8.91µM*,20µM*,-10.0%,O=C1C=C(N2CCCCC2)c2ccccc2C1=O
-13.8%,-9.3%,-18.6%,COC(=O)c1ccc(CNC(=O)c2sccc2-c2ccccc2)cc1
47.3%[activator],-10.6%,-4.7%,O=C(OC(c1ccccc1)c1nccc2ccccc12)c1ccccc1 (stereo unspecified)
-12.4%,-11.7%,-13.8%,COc1ccc(NC(=O)c2ccc(COc3ccccc3Br)o2)c(OC)c1
26.8%,-9.8%,9.7%,O=C(NCCc1ccccc1)c1cccc(NC(=O)C2CCC2)c1
20.2%,-3.4%,19.8%,COc1cccc(-c2nc(-c3ccc(C(=O)O)cc3)no2)c1
17.8%,-19.8%,-14.6%,O=C1NCN(C2CCCCC2)CN1
10µM*,20µM*,?,CCOC(=O)C1=C(C)N=c2s/c(=C/c3ccc(OCC(=O)O)c(OC)c3)c(=O)n2C1c1ccc(Cl)cc1 (stereo unspecified)
?,-5.8%,-19.1%,O=c1[nH]c(=S)[nH]cc1Oc1ccccc1
18.1%,-29.8%,10.4%,CCCn1c(=NC(=O)c2ccncc2)c(C#N)cc2c(=O)n3cccc(C)c3nc21
-1.3%,-18.4%,-0.7%,Cc1ccccc1S(=O)(=O)N1C[C@H]2CON(C)[C@H]2C[C@H]1c1cccc(-c2ccccc2)c1
0.8%,-6.0%,-11.3%,O=C1c2ccccc2C(=O)N1Cc1cc(-c2ccc(Cl)cc2)no1
42.4%[activator],-1.9%,-9.2%,O=C(Nc1ccc2c(c1)Cc1cc([N+](=O)[O-])ccc1-2)C(F)(F)F
-19.9%,-6.2%,3.7%,COC(=O)c1ccccc1Oc1cc(C(F)(F)F)nc(-c2ccccn2)n1
11.3%,-18.3%,-2.5%,CCN(CC)CCNC(=O)c1ccc(NC(=O)c2ccc(S(=O)(=O)N(C)c3ccccc3OC)cc2)cc1
9.3%,-8.3%,-4.6%,Cc1ccnc(N2CCN(c3cc(C)c(C#N)c4nc5ccccc5n34)CC2)c1
-20.1%,?,-16.0%,COc1ccc(C=C2SC(=S)NC2=O)c(OC)c1OC
2.5%,0.2%,-2.9%,NC1=NC(=O)C(c2ccccc2)(c2ccccc2)S1
?,-5.0%,-13.9%,O=S(=O)(Nc1c(O)ccc2ccccc12)c1ccccc1
20.5%,3.7%,1.7%,O=C1CCC([N+](=O)[O-])C(C2CC=CCC2)N1 (stereo unspecified)
0.1%,-13.3%,2.7%,O=C(NCCCCc1ccccc1)c1ccccc1Br
100.6%[activator],-13.7%,-5.9%,S=C(NCCc1ccccc1)N1CCCC1
22.4%,-12.3%,-2.3%,CCc1nnc(SCc2cccc(F)c2)nc1CC
-9.8%,-6.5%,-1.9%,CCN1C(=O)[C@@H]2[C@@H](c3ccc(-c4cc(C(C)=O)cs4)cc3)N3CCC[C@@]3(C(=O)OC)[C@@H]2C1=O
-7.1%,-8.1%,-9.7%,Cn1c(=O)c2[nH]c(CCNC(=O)c3ccccc3)nc2n(C)c1=O

In another format: results already given.
Each structure is followed by: POLI inh	Pol eta inh	Pol kappa inh
> O=C(NCCCCc1ccccc1)c1ccccc1Br
→ 0.1%	-13.3%	2.7%
> S=C(NCCc1ccccc1)N1CCCC1
→ 100.6%[activator]	-13.7%	-5.9%

The list continues.
POLI inh,Pol eta inh,Pol kappa inh,structure
5.9%,-13.5%,5.0%,Cc1ccc(OCC(=O)Nc2ccc3c(c2)ncn3C)cc1
-6.3%,-15.7%,-1.1%,Cc1ccc(C)c(OCc2cc(C(=O)NC(c3ccccn3)C(F)(F)F)no2)c1 (stereo unspecified)
19.6%,-12.3%,-1.2%,c1ccc(/N=C2\N=C(Nc3ccccn3)c3ccccc32)nc1
15.6%,-4.9%,-10.7%,CC12CCC3C(CCC4CC(O)CCC43C)C1CC(O)C2 (stereo unspecified)
31.2%[activator],-19.1%,-12.4%,COc1ccc(CCN2C(=O)C=CC2=O)cc1OC
27.6%,-8.5%,-20.6%,CC(NC(C(=O)c1ccccc1)c1ccccc1)c1ccccc1 (stereo unspecified)
?,-9.7%,-2.8%,c1ccc(-c2cnc(-c3ccccc3)nn2)cc1
-10.4%,2.0%,-5.9%,CC12C=CC(=O)C=C1CCC1C2C(=O)C[C@@]2(C)C1CCC2(O)C(=O)CO (stereo partly specified)
-6.8%,-15.6%,-6.5%,Nc1cc2c(cc1Br)-c1ccccc1C2=NO
15.7%,-11.8%,12.2%,COc1ccc(-c2oc3ccc(N4CCOCC4)cc3c2C#Cc2ccc(N)cc2)cc1
13.3%,-19.3%,-1.7%,COc1cc(/C=N/NC(=O)c2cc(-c3ccccc3C)nc3ccccc23)cc(OC)c1O
5.5%,-22.2%,-13.6%,COC(=O)c1ccc(Cl)c(NC(=O)CN(c2ccc(OC)cc2)S(=O)(=O)c2ccccc2)c1
38.1%[activator],-5.2%,7.9%,COc1ccccc1CNC(=O)Cn1nc(C)c([N+](=O)[O-])c1C
26.6%,-22.5%,-5.0%,CC12C=CC(=O)C=C1CCC1C3CCC(O)(C(=O)CO)C3(C)CC(O)C12F (stereo unspecified)
-5.6%,-6.8%,-9.7%,CC(=O)Nc1ccc(NC(=O)C2CCN(c3c(Cc4ccccc4)c(C)nc4ncnn34)CC2)cc1
68.5%[activator],-15.7%,-14.5%,CC=Cc1cc(OC)c2c(c1)C(C)C(c1ccc(O)c(OC)c1)O2 (stereo unspecified)
18.4%,-6.4%,14.0%,COc1ccc(C#Cc2c(-c3ccsc3)oc3ccc(-c4cc(OC)c(OC)c(OC)c4)cc23)cc1
-4.4%,-7.1%,-13.7%,O=C(NOCc1ccccc1)OCc1ccccc1
14.8%,-21.3%,-2.9%,CCOc1ccc(CCNC(=O)c2cc(-c3ccccc3)c(N3CCOCC3)s2)cc1
4.1%,?,-4.1%,CCC1(CC)SCCNC1=O
-7.4%[58.9 µM],-19.4%,-5.8%,CC(=O)Oc1c(C(C)C)cc(N(C(C)=O)c2ccccc2)cc1C(C)C
67.9%[activator],-7.0%,-18.8%,CC(=O)Nc1ccc2c(c1)C(=Nc1ccc(C)cc1)c1ccccc1-2
94.7%[activator],-0.3%,-11.6%,CC(=O)C1CCC2C3CC(C)C4(O)CC(=O)CCC4(C)C3C(O)CC12C (stereo unspecified)
?,?,?,O=C1Nc2c(Cl)cc(Cl)cc2C1=O
27.5%,-16.9%,-4.7%,O=C(CC1(O)CCCCC1)OC1CCCC1
-1.9%,-8.0%,-5.9%,COC(=O)C1=C(CCc2ccccc2)NC(=O)NC1c1ccc([N+](=O)[O-])cc1 (stereo unspecified)
54.0%[activator],-9.1%,-7.3%,CCOc1ncnc2c1sc1nc3c(cc12)COC(C)(C)C3
14.0%,-19.4%,-12.7%,CCN(CC)CCCC(C)Nc1nccc2cccc(Cl)c12 (stereo unspecified)
?,?,-11.8%,O=c1cc(-c2ccccc2)nc(Sc2ccc([N+](=O)[O-])cc2[N+](=O)[O-])[nH]1
3.1%,2.9%,-18.2%,CCc1cc(=O)oc2cc(OS(C)(=O)=O)ccc12
-5.8%,-1.2%,12.3%,Cc1ccc(-c2cc(C(=O)N3CC4(C)CC3CC(C)(C)C4)no2)cc1 (stereo unspecified)
11.2%,-0.6%,-16.2%,COc1ccccc1NC(=S)NNC(=O)c1ccccc1
85.5%[activator],1.8%,-3.7%,COc1cccc(NC(=O)CN(C)C(=O)c2ccc(NC(=O)CC3SC(N4CCCC4)=NC3=O)cc2)c1 (stereo unspecified)
10.4%,-4.6%,-8.1%,N#CC1=C(N)OC2=C(C(=O)CCC2)C1Cc1ccccc1 (stereo unspecified)
-5.8%,1.7%,-15.9%,Nn1c(-c2cccc(O)c2)nnc1-c1cccc(O)c1
4.8%,-4.8%,4.9%,O=C(NC1CC1)c1cccc(NC(=O)C2CCCC2)c1
4.0%,-18.7%,-4.6%,CN(C(=O)c1cccc(NC(=O)Cc2ccc(NC(=O)C3CCCN(C(=O)C4CCCC4)C3)cc2)c1)C1CC1 (stereo unspecified)
37.2%[activator],-21.1%,-2.3%,O=[N+]([O-])c1ccc(NC(c2ccccc2)c2ccc3cccnc3c2O)cc1 (stereo unspecified)
76.1%[activator],-8.0%,-3.9%,CCCOC(=O)CSc1nc(N)c(C#N)c(-c2ccco2)c1C#N
?,?,-17.3%,COc1ccccc1N1CCN(CCN2C(=O)CC(=C3c4ccccc4-c4ccccc43)C2=O)CC1
30.5%[activator],-23.0%,-3.6%,CCOC(=O)c1cc2nc(OCC)nc(OCC)c2[nH]1
3.0%,-9.3%,-4.1%,C/C(Cn1cnc([N+](=O)[O-])n1)=N\NC(=O)c1ccccc1F
-10.9%,-7.3%,8.0%,COc1ccc(OC)c(C2C(C(=O)c3ccc(C)o3)=C(O)C(=O)N2CCCN2CCOCC2)c1 (stereo unspecified)
2.3%,-7.1%,11.1%,COc1cc(C(C)=O)ccc1OCC(=O)Nc1cc(S(=O)(=O)N2CCOCC2)ccc1N1CCCC1
15.1%,-12.2%,-9.8%,COc1ccc(-c2nn(-c3ccccc3)cc2C(=O)N(C)CC(=O)Nc2ccccc2Br)cc1
3.1%,-13.9%,5.1%,COCCN1C(=O)c2oc3cc(C)c(C)cc3c(=O)c2C1c1ccc(O)cc1 (stereo unspecified)
-14.3%,7.6%,-3.7%,C=C(C)c1nc(Oc2ccccc2)nc(Oc2ccccc2)n1
28.4%,-16.0%,3.9%,CCOc1ccccc1C=C1SC(=S)N(CC)C1=O
19.2%,-6.3%,-9.8%,O=C(Nc1cccc(C(=O)NC2CC2)c1)c1ccccc1
-10.5%,1.7%,1.5%,COc1ccc2[nH]c(=O)c(-c3nnn(-c4ccc(F)cc4)n3)cc2c1
-0.3%,-4.7%,-15.9%,CC(C)C[C@@H](CN)NC(=O)c1nc[nH]c1C(=O)N[C@@H](Cc1c[nH]c2ccccc12)C(=O)CNC[C@H](C)NC(=O)c1nc[nH]c1C(=O)N[C@@H](CC(=O)O)C(=O)O
23.6%,-26.0%,-2.7%,C[C@H](O)[C@@H]1C(=O)N2CCc3ccc(-c4cccc(F)c4)cc3[C@@H]2C[C@@H]1N(C)S(=O)(=O)c1ccccc1
11.5%,-12.6%,5.6%,CC(C)C[C@H]1COCCS(=O)(=O)N1Cc1ccccc1F
-5.4%,-16.6%,4.7%,COc1cc(OC)c(C(=O)NNC(=O)c2ccc(NS(=O)(=O)c3cccs3)cc2)cc1OC
53.3%[activator],-21.5%,-2.2%,CC(CNC(=O)c1ccccc1[N+](=O)[O-])NC(=O)c1ccccc1[N+](=O)[O-] (stereo unspecified)
21.3%,-19.3%,0.4%,CCOc1ccc(OCCC(=O)N(CC)CC(=O)Nc2ccccc2OC)cc1
-18.1%,-4.4%,-0.7%,COc1cc(C(=O)OCc2csc(CC(=O)Nc3cc(C)ccc3C)n2)ccc1OC(F)F

This is a subset, so the mix of outcomes need not match the whole.
